# High-throughput results from PubChem.
# Tb PFK block: T. brucei PFK enzyme inhibition; O15648; T. brucei PFK, ADP-Glo luminescence; Potency, µM (doses to about 57.5 µM), without a hit: at the top dose activity, negative = inhibition, hits mostly inhibitors; 330,000 tested, 0.17% active; AID 485367;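 further: potency means the concentration at half of the fitted maximal effect; 0% = uninhibited 1x PFK enzyme wells and -100% = no-enzyme wells; nearly all actives have a fitted effect of over 60% in size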
#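 PFK 1.25 nM, F6P 0.5 mM, ATP 0.1 mM, 0.1 M TEA pH 8.0, 5 mM MgCl2, 0.01% Tween20, 0.1% BSA; 45 min RT. ADP-Glo readout. qHTS titration up to 57 uM; curves fitted, compounds curve-classed.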
# B2AR arrestin: recruits beta-arrestin to the human beta2-adrenergic receptor; P07550; beta-arrestin recruitment to beta2AR, cell-based reporter; Potency, µM (top dose mostly 46.1 µM), for the others: at the highest dose activation, actives largely listed as activators; 330,000 tested, 0.02% active;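 further: potency means the concentration at half of the fitted maximal effect; 0% = DMSO controls and full agonism = EC100 isoproterenol or metaproterenol; nearly all actives have a fitted effect of over 65% in size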
# Target sequence (P07550 whole entry, looked up): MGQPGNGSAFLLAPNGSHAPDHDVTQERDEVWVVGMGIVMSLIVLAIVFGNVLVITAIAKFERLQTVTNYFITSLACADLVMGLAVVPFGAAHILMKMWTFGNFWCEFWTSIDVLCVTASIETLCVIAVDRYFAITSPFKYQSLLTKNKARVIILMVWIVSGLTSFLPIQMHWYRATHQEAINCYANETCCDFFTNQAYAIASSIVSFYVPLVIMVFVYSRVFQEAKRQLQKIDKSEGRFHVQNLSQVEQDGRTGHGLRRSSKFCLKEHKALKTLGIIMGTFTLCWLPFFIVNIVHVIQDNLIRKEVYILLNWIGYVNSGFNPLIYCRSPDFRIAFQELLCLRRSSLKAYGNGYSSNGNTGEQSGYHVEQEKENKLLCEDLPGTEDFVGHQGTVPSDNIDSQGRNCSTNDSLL
# TSG101-PTAP inh: blocks PTAP/TSG101 interaction to inhibit HIV-1 budding; Q99816; Fluorescence polarization, FITC-PTAP peptide / Tsg101 binding; Potency, µM (doses to about 115 µM), without a hit: top-dose activity change, negative = inhibition, usual class: inhibitors; 340,000 tested, under 10 active; AID 493005; active means well fitted inhibition curve with a large enough effect in the main read-out, with a control signal flat, not every such curve was filed as active; inconclusive means small, poorly fitted or top-dose-only effect, or effect the other way, or a change in a side signal; inactive means no such curve, though single readings can be large or run the other way; further: potency means the concentration at half of the fitted maximal effect; % of control where 0% means no effect
#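 Fluorescence polarization binding of Tsg101 binding domain (10 uM final) to FITC-labeled PTAP peptide (50 nM final) in HEPES pH 7.5 buffer with NaCl, Tween 20, EDTA, TCEP. Compounds added before peptide; binding 20 min at RT.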
# TSHR antagonist: blocks TSH signaling through the human TSH receptor; P16473; TSHR-expressing cells, TSH-stimulated cAMP HTRF, 2 h; stronger effect = lower value; activity change, negative = inhibition, % at 11.5 µM; 330,000 tested, 0.2% active;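 active means activity change below a set negative limit, meaning inhibition stronger than a set level, cut at about -70% in these data; inconclusive means activity change between two set negative limits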; further: on the % scale 0 is the no-effect control and ±100 the full control effect
#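 Freshly harvested TSHR cells receive pin-tooled compound, then EC80 TSH at 4nM final. After 2 hours at 37 deg C, antibody in lysis buffer and cAMP-d2 are added; 30 minutes at ambient temperature precede the HTRF read.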
# ELG1 DNA repair: ELG1-dependent DNA repair inhibition; Potency, µM (series often up to 46.1 µM), without a hit: at the highest dose activity change, negative = inhibition, hits mostly inhibitors; HEK293T ELG1-luciferase reporter, luminescence, 16 h; DNA damage induced by 5-fluorouridine; AID 504467; 330,000 tested, 2.3% active; further: potency means the concentration at half of the fitted maximal effect; on the % scale 0 is the no-effect control and ±100 the full control effect; nearly all actives have a fitted effect of over 55% in size
#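 HEK293T cells expressing luciferase-tagged ELG1 (2,000/well) received 5-Fluorouridine plus compound or DMSO for 16 hr at 37 °C. Luciferase was read by ONE-Glo luminescence after 30 min at room temperature.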
# TCR activator: T cell receptor activation; primary human leukocytes, anti-CD3, IL-2 HTRF, 48 h; Potency, µM (series often up to 9.22 µM), inactives show top-dose activation of IL-2 secretion, hits mostly activators; 330,000 tested, under 10 active; AID 504894; further: % of control where 0% means no effect
#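 Primary human leukocytes incubated 48 hr with anti-CD3 beads plus compound, without co-stimulation. Secreted IL-2 measured by HTRF (europium cryptate/d2 anti-IL-2 pair, 320 nm excitation, 665 nm emission).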
# Mito fusion act: inhibitors of mitochondrial division or activators of mitochondrial fusion; S. cerevisiae fusion-defective mutant growth rescue, CellTiterGlo 48 h; Potency, µM (doses to about 46.1 µM), for the others: top-dose growth rescue (activation), most hits filed as activators; 320,000 tested, 0.23% active;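 further: potency means the concentration at half of the fitted maximal effect; % of control where 0% means no effect; nearly all actives have a fitted effect of over 45% in size; temperature-sensitive fusion mutants such as fzo1-1 at 37 °C on non-fermentable ethanol glycerol medium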
#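 S. cerevisiae fusion-defective temperature-sensitive mutants (e.g. fzo1-1, mgm1-5) grown 48 h at 37C in YPEG (ethanol/glycerol non-fermentable) medium with 23 nl compound per well; growth rescue read as CellTiterGlo luminescence.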
# uPA surface inh: cell surface uPA generation inhibition | 330,000 tested, 0.31% active | cell surface uPA generation assay, qHTS | AID 540303 | Potency, µM (series often up to 38.3 µM), for the others: at the top dose activity change, negative = inhibition, usual class: inhibitors; active means well fitted inhibition curve with a large enough effect; inconclusive means small, poorly fitted or top-dose-only effect; inactive means no such curve, though single readings can be large or run the other way; tested in mouse RAW 264.7 cells; further: potency means the concentration at half of the fitted maximal effect; on the % scale 0 is the no-effect control and ±100 the full control effect; nearly all actives have a fitted effect of over 55% in size
# BCR signal inh: chronic active BCR signaling inhibition. ABC-DLBCL IkBa-CBG/CBR reporter, luminescence ratio, 4 h. Potency, µM (series often up to 46.1 µM), without a hit: at the highest dose ratio change, negative = lower green/red ratio, actives largely listed as inhibitors. 340,000 tested, 0.05% active. AID 493014; active means well fitted inhibition curve with a large enough effect in the signal ratio, with a control signal flat, not every such curve was filed as active; inconclusive means small, poorly fitted or top-dose-only effect, or effect the other way, or a change in a side signal; the % refers to the signal ratio;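 further: potency means the concentration at half of the fitted maximal effect; plate controls were basal doxycycline-induced cells for no effect and cells given 10 µM MG132 for full effect; MG132 reads +100%, hits lower the ratio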
#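 Compounds up to 46 uM were incubated four hours with TMD8 cells whose green CBG68 luciferase is fused to IkappaBalpha; red CBR luminescence normalised the signal, and concentration-effect curves were fitted to fusion, red and ratio data.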
# USP2a block: USP2a (human) protease inhibition | USP2 core, Ub-CHOP2 coupled fluorogenic reporter, 485/531 | AID 463254 | 330,000 tested, 0.01% active | Potency, µM (highest dose often 38.3 µM), inactives show at the top dose activity change, negative = inhibition, hits mostly inhibitors | O75604;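 further: potency means the concentration at half of the fitted maximal effect; plate controls were DMSO wells for no effect and full inhibition by NEM control for full effect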
#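 USP2 core (10nM final) preincubated 30min RT with compound in 20mM Tris-HCl pH 8.0, 2mM CaCl2, 2mM beta-mercaptoethanol, 0.05% CHAPS; 25nM Ub-CHOP2 plus 25nM reporter substrate added, fluorescence (Ex485/Em531) read after 60min.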
# Eya2 inh: inhibitors of human Eya2 phosphatase activity; O00167; recombinant Eya2, OMFP fluorescence dephosphorylation (OMFP is methylfluorescein phosphate); Potency, µM (doses to about 76.9 µM), without a hit: at the top dose activity, negative = inhibition, most hits filed as inhibitors; 330,000 tested, 0.006% active; AID 488837; further: potency means the concentration at half of the fitted maximal effect; on the % scale 0 is the no-effect control and ±100 the full control effect
# Target sequence (O00167 whole entry, looked up): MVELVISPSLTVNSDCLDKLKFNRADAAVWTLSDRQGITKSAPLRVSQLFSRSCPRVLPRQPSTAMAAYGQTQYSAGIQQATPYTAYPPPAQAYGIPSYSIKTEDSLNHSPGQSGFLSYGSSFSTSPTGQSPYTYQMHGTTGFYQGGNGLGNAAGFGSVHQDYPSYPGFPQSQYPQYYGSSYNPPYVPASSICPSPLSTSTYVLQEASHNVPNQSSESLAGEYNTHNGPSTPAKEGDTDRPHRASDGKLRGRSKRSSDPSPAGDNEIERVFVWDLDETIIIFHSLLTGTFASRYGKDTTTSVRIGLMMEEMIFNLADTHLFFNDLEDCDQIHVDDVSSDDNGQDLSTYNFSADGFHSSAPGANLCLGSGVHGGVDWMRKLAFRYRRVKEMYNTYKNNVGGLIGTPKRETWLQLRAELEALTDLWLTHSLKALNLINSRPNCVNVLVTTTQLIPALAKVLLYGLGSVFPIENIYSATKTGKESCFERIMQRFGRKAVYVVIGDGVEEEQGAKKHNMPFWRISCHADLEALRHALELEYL
#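 Eya2 (0.2 uM) preincubated 10 min at ambient with compound, then OMFP substrate added at 50 uM; 10 min reaction in 50 mM HEPES pH 7.5, 50 mM NaCl, 5 uM MgCl2, 0.05% BSA, 1 mM DTT. Fluorescence read at Ex 485/Em 525 nm.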
# * = called active by the depositor; ? = inconclusive; · = no result given; [ ] = remark or other dose. Unless noted, the call rests on the fitted dose curve; in most records, active means well fitted curve in the direction sought with a large enough effect; inconclusive means small, poorly fitted or top-dose-only effect, or another doubt; inactive means no such curve, though single readings can be large; an effect the other way counts as inactive or inconclusive. This is a random part of the collection (roughly 3% active in at least one column).
SMILES,Tb PFK block,B2AR arrestin,TSG101-PTAP inh,TSHR antagonist,ELG1 DNA repair,TCR activator,Mito fusion act,uPA surface inh,BCR signal inh,USP2a block,Eya2 inh
CCC(=O)Nc1nc2c(c(=O)[nH]1)CCCC2,-4.1%,-0.2%,-4.0%,5.6,-17.4%,0.8%,0.0%,-2.3%,?,11.3%,2.6%
Cc1ccc2cccc(NC(=S)NC(=O)c3ccccc3)c2n1,7.9%,2.9%,-3.2%,6.2,4.3%,5.3%,-6.1%,0.6%,?,0.2%,-0.5%
CC(=O)Nc1ccc(S(=O)(=O)N2CCC(c3nc4ccc(C)cc4[nH]3)CC2)cc1,-3.4%,4.3%,·,2.0,?,·,2.3%,3.2%,-0.3%,-0.6%,2.4%
O=C(COC(=O)C1CC(O)CN1S(=O)(=O)c1ccc(Cl)cc1)c1ccccc1Cl (configuration not stated),-7.1%,0.1%,-1.5%,-3.5,-0.8%,-6.1%[46.1 µM],-2.6%,5.4%,-9.2%,2.0%,4.5%
Cc1nnc(N2C(=O)c3cccc4cccc(c34)C2=O)s1,1.5%,-0.3%,-0.6%,22.8,13.3%,7.5%,-10.1%,-1.9%,?,-1.0%,11.5%
O=C(Nc1ccc(O)c(-c2nc3ccccc3s2)c1)C1=COCCO1,-0.3%,-3.0%,-1.6%,-13.4,6.6%,-1.0%[46.1 µM],?,-0.4%,-4.9%,-0.4%,5.5%
CC(Oc1ccc(Br)cc1)C(=O)NCc1ccccn1 (configuration not stated),0.2%,0.2%,1.4%,-3.1,14.9%,0.1%,4.6%,-5.6%,-4.1%,2.5%,0.9%
COc1ccc(N2CCN(C(=S)Nc3ccccc3OC)CC2)cc1,7.5%,-1.0%,8.3%,-5.7,24.0%,·,-16.9%,0.2%,2.8%,1.1%,-6.3%
Cc1ccc2c(c1)c1c(n2CC(O)Cn2nc(C)c(Br)c2C)CCCC1 (configuration not stated),2.2%,-2.4%,-4.2%,6.6,-19.5%,5.9%,-0.3%,2.8%,?,-9.0%,-37.8%
Cc1ccc(CN(CC(=O)NCc2ccc3c(c2)OCO3)C(=O)c2csnn2)cc1,-5.4%,0.0%,-2.9%,-3.5,-8.7%,1.7%,3.8%,-1.8%,-8.8%,1.8%,0.3%
COc1ccc(CN(C)C(=O)c2ccc3c(=O)n4c(nc3c2)CCC4)cc1,-8.3%,0.5%,-6.4%,17.5,?,4.1%,-2.5%,5.5%,-1.5%,-3.0%,-21.9%
O=C(NCc1ccco1)C1CC(=O)N(CCc2ccccc2)C1 (configuration not stated),-8.0%,-0.2%,-1.8%,11.3,3.2%,-6.9%,-5.3%,3.8%,0.0%,4.2%,-9.1%
Cc1cccc(N(C(=O)Cc2cccs2)C(C(=O)NC2CCCC2)c2ccsc2)c1 (configuration not stated),3.7%,0.2%,-2.5%,12.9,7.4%,·,3.0%,8.4%,4.6%,5.6%,-13.2%
COc1ccccc1NC(=O)/C(C#N)=C/C=C/c1ccco1,0.5%,-0.6%,-7.3%,-10.6,?,1.1%,7.4%,·,-0.2%,2.1%,2.5%
CCOC(=O)CN(c1ccccn1)S(=O)(=O)c1ccccc1,6.4%,-0.8%,-3.7%,-7.5,-5.6%,1.5%,-3.7%,1.6%,1.7%,2.1%,8.2%
CC(C)C1Oc2ccccc2N(CC(=O)N(Cc2ccccn2)C2CC2)C1=O (configuration not stated),-5.4%,-1.0%,-9.6%,10.0,-48.2%,-0.5%[46.1 µM],0.5%,2.4%,2.8%,4.8%,-4.5%
COc1ccc2[nH]c(=O)c(CN(C(=O)c3ccncc3)C(C)(C)C)cc2c1,0.2%,-0.3%,1.8%,0.8,28.2%,-4.7%,1.4%,4.9%,-7.1%,0.8%,5.0%
CCCC(c1nnnn1C1CCCC1)N1CCN(C(=O)c2ccco2)CC1 (configuration not stated),5.5%,-0.5%,-4.6%,-6.8,-5.8%,4.6%,4.4%,-5.4%,-0.1%,-1.9%,-6.8%
CCN(c1ccc(OC)cc1)S(=O)(=O)c1ccc(-c2ccc(=O)[nH]n2)o1,3.9%,-0.8%,0.5%,20.3,-3.3%,9.3%,0.0%,?,-5.6%,2.2%,-1.1%
O=C(Cn1cnc([N+](=O)[O-])n1)N/N=C/c1ccccc1O,-1.5%,-0.2%,-3.3%,0.1,-23.5%,2.9%,-6.6%,-5.8%,?,-9.0%,0.0%
O=C(Nc1ccc2nc(-c3ccc(Br)o3)[nH]c2c1)c1ccco1,1.3%,0.2%,-4.3%,-0.5,-5.3%,7.8%,1.7%,-3.5%,?,1.8%,12.6%
CCOc1ccc(C(CC(=O)O)NC(=O)Cc2ccc(Cl)cc2)cc1 (configuration not stated),0.0%,-0.1%,-0.6%,13.7,0.0%,18.2%,8.7%,1.1%,-0.5%,1.6%,6.5%
CCOC(=O)C1=C(C)N(CCCC(=O)NCc2ccc3c(c2)OCO3)C(=O)NC1c1ccc(Br)cc1 (configuration not stated),0.9%,0.5%,·,0.9,-25.0%,-0.1%,-0.5%,7.9%,0.1%,3.6%,-3.3%
COc1ccc(/C=C2\SC(=S)N(Cc3cccnc3)C2=O)cc1C,-5.4%,-0.3%,0.2%,-8.9,?,-4.9%[46.1 µM],-3.7%,2.7%,3.5%,3.8%,-18.0%
CN1CCCC(OC(=O)COc2ccc(Br)cc2)C1 (configuration not stated),0.0%,-0.5%,-4.4%,-0.5,4.4%,-3.4%,-6.7%,1.1%,10.6%,3.0%,3.8%

# Remaining list, next part:
SMILES,Tb PFK block,B2AR arrestin,TSG101-PTAP inh,TSHR antagonist,ELG1 DNA repair,TCR activator,Mito fusion act,uPA surface inh,BCR signal inh,USP2a block,Eya2 inh
Cc1[nH]c2ccc(F)cc2c1CCNC(=O)C1CCCCC1C(=O)OCC(F)(F)F (configuration not stated),13.4%,0.2%,1.4%,1.7,-3.9%,-5.5%[46.1 µM],-0.8%,-4.7%,3.2%,1.3%,-2.4%
O=C(CSc1nnc(-c2cccnc2)o1)Nc1cccc(F)c1,11.0%,0.1%,-3.7%,1.6,?,-4.6%,-4.9%,-0.4%,5.6%,1.9%,2.3%
C/C(CC(C)(C)c1ccccc1)=N\NS(=O)(=O)c1ccccc1,-1.8%,-0.2%,-0.8%,-6.1,-1.0%,7.8%,7.4%,3.4%,4.1%,-1.4%,4.8%
O=C(COC(=O)c1ccc2c(c1Cl)C(=O)c1ccccc1C2=O)NC1CCCCC1,-1.7%,0.1%,-0.6%,-21.5,20.0%,0.6%[46.1 µM],-7.5%,-2.4%,0.9%,3.6%,2.1%
O=S(=O)(Nc1ccc(-c2ccc(N3CCOCC3)nn2)cc1)c1ccc(Cl)c(Cl)c1,3.7%,5.6%,-4.1%,-33.7,-20.0%,-3.1%,-41.7%[inhibitor],3.5%,-0.4%,1.0%,14.9%
O=C(/C=C/c1cccc(Cl)c1)OCc1cn2cc(Cl)ccc2n1,-2.9%,-1.0%,-0.8%,0.6,5.0%,5.9%,0.3%,-0.8%,7.5%,3.5%,-4.7%
O=C(CN1CCNC(=O)C1)NCCc1ccc(Cl)cc1Cl,-0.8%,-0.1%,-3.4%,7.1,0.8%,·,-1.2%,3.4%,-3.1%,3.3%,9.9%
COCc1cc(=O)n2[nH]c(C)cc2n1,0.0%,-0.5%,-3.3%,2.1,18.5%,4.5%,-1.1%,-0.7%,?,2.4%,-10.7%
Cc1nn(C)cc1/C=N/NC(=O)C(C)(C)Oc1ccc(Cl)cc1,-1.5%,0.0%,-1.5%,3.6,0.8%,·,-1.2%,·,-11.4%,1.3%,-1.2%
Cc1ccc(N(CC(O)CN2C(=O)NC(C)(C)C2=O)S(=O)(=O)c2ccc([N+](=O)[O-])cc2)cc1 (configuration not stated),-7.5%,0.3%,-0.6%,16.2,-0.2%,-2.0%,-0.8%,4.9%,-2.1%,4.3%,0.8%
